# Compound activity from PubChem.
# ABHD5 PLIN5 PPI: ABHD5-PLIN5 interaction inhibitors, primary screen, cell lysate, split luciferase complementation, luminescence; Perilipin-5 (Homo sapiens) + 1-acylglycerol-3-phosphate O-acyltransferase ABHD5 (Homo …; Split G. princeps luciferase complementation, 4 h; inhibition, % at 4 µM; hit rate 0.78% among 360,000; AID 602281, 2012;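 active = inhibition above the mean inhibition across every tested compound plus 3 SD, cut at about 22% in these data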;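 note: 0% = DMSO only wells and the 100% control is not disclosed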
# aDG glyco act: activators of alpha-DG glycosylation, primary screen, uHTS, Pro5-aDG cells, AlphaScreen; alpha-DG glycosylation AlphaScreen (IIH6); 0% Pro5, 100% B10-LARGE cell signal; activation, % at 10 µM; hit rate 0.22% among 360,000; AID 624168, 2012;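 active = activation of at least 8% versus controls, or a plate z-score of at least 8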;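 note: Pro5 are CHO cells carrying HIG-tagged alpha-DG that lacks glycosylation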
# NOD2-RIPK2 inh: NOD2-RIPK2 binding disruptors in cells, primary screen, fluorescence, CHO cells, BLA complementation. inhibition, % at 4.98 µM. hit rate 0.38% among 360,000. CCF4 ratio. AID 624267, 2012; in the data active = inhibition above about 21%;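 note: 0% = vehicle only and 100% = reference blocker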
# Exocytosis inh: LAMP-1 surface exposure blockers, TALL-104 cells – cell-based, flow cytometry, MLPCN library, primary screen; TALL-104 LAMP-1 surface exposure; cells stimulated with thapsigargin and PMA; inhibition, % at 10 µM; hit rate 0.66% among 360,000; AID 651702, 2012;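 active = inhibition above about 55%, limit read from the data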
# ABCB6 inh 2: ABCB6 transporter inhibitors, primary screen, K562-ABCB6 cells, flow cytometry, MLPCN library. ATP-binding cassette sub-family B member 6 (Homo sapiens), Q9NP58. K562-ABCB6 porphyrin accumulation, 1 h; active compounds read low. fluorescence ratio to DMSO, % at 10 µM. hit rate 0.19% among 360,000. AID 602162, 2011;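 active = fluorescence ratio to DMSO below 75%, the collection mean minus 3 SD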;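 note: signal is porphyrin accumulated inside mitochondria; 100% equals median channel fluorescence of DMSO control wells; lower ratio means ABCB6 inhibition with less porphyrin fluorescence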
# Target sequence (Q9NP58 whole entry, looked up): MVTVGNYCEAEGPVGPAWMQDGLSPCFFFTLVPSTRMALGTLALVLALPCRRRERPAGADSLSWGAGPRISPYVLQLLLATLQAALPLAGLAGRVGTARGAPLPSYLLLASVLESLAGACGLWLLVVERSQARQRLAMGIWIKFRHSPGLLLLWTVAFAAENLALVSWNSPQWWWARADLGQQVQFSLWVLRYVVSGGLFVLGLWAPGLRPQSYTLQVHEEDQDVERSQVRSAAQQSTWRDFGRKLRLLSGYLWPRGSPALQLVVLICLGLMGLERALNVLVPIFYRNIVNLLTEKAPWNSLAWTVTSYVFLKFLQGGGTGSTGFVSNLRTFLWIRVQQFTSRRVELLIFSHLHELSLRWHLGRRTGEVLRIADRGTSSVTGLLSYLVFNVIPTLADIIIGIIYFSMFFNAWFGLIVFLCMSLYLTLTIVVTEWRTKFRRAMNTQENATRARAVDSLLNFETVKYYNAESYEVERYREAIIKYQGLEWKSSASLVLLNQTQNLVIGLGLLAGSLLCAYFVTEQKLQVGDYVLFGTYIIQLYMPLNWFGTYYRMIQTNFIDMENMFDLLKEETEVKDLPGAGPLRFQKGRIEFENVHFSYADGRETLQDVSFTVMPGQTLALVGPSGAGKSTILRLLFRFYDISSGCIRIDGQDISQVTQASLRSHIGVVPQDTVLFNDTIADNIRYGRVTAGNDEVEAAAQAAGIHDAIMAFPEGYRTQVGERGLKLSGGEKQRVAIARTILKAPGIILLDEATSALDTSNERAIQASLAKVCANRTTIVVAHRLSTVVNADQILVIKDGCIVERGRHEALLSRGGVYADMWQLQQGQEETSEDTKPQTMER
# MC4R barr agon: MC4R agonists recruiting beta-arrestin, primary screen, cell-based, luminescence, agonist arm of biased-ligand search; Melanocortin receptor 4 (Homo sapiens), P32245; U2OS MC4R beta-arrestin complementation; percent of melanotan II response, DMSO zero; activation, % at 8.9 µM; hit rate 0.98% among 360,000; AID 540308, 2011;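 active = activation above a per-plate cutoff, the mean activation of sample wells on that plate plus 3 SD, cut at about 8% in these data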
# TLR9-MyD88 block: inhibitors of TLR9-MyD88 association in cells, primary screen, cell-based, CHO, BLA complementation, fluorescence. inhibition, % at 4.98 µM. CCF4 FRET ratio. hit rate 0.21% among 340,000;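 active = inhibition above the mean over all tested compounds plus 3 SD, cut at about 21% in these data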;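 note: 0% = DMSO only wells and 100% = clavulanate BLA inhibitor control wells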
# Vif inh: HIV Vif self-association inhibitors, primary screen, imaging, HEK293T, single point; HEK293T cells, Vif self-association by quenched fluorescence, 24 h; inhibition, % at 7.49 µM; hit rate 0.35% among 340,000; in the data active = inhibition above about 50%, passing the limit was not always enough; note: some results filed as inactive read as strong as hits
# MC4R antag cAMP: MC4R antagonists of cAMP signaling, primary screen, cell-based, TR-FRET, antagonist arm of biased-ligand search; Melanocortin receptor 4 (Homo sapiens), P32245; MC4R-expressing cells, MTII-stimulated cAMP, LANCE TR-FRET; inhibition, % at 6.5 µM; hit rate 0.48% among 360,000;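 active = inhibition above its plate's cutoff, the mean of tested wells on that plate plus 3 SD, cut at about 29% in these data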;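 note: 0% = Melanotan II alone and 100% = Melanotan II plus saturating MCL0020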
#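 Material: U2OS-MC4R stable cell line | Reagent: Melanotan II challenge after compound preincubation | Doses: One concentration, 6.5 µM nominal | Incubation: 30-min compound preincubation, 1-h Melanotan II challenge, 1-h detection, room temperature | Signal: TR-FRET cAMP assay | Replicates: One well per compound, no replicates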
# Glyco luc inh: increase of ERlucT glycosylation luciferase signal, primary screen, N-linked glycosylation inhibitor project, D54 ERlucT cells, luminescence, set 2; AID 588692, 2011; hit rate 0.23% among 360,000; reporter increase, % at 12.5 µM; D54 ERlucT glycosylation luciferase reporter, 24 h; percent of 100 nM tunicamycin response;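 active = mean luciferase reporter signal, scaled so untreated is 0 and the glycosylation-blocking control 100, at or above a set limit in every replicate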;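 note: luciferase carries N-glycosylation sites so blocking glycosylation raises the light; 0% = median of neutral control wells and 100% = median of 100 nM tunicamycin wells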
# Numbers without * were called inactive; i = inactive; . = no result given. These rows are one share of the data, so the mix of outcomes need not match the whole.
ABHD5 PLIN5 PPI	aDG glyco act	NOD2-RIPK2 inh	Exocytosis inh	ABCB6 inh 2	MC4R barr agon	TLR9-MyD88 block	Vif inh	MC4R antag cAMP	Glyco luc inh	Molecule
3	0.0	-8	-2	106	0.7	5	-5	-2	1	CCN(CC)c1ccc(/C=N/OC(C)C(=O)Nc2ccc(C)cc2)cc1 (stereo unspecified)
-11	0.2	5	0	101	-1.2	4	-6	8	-1	O=C(Nc1cccc(F)c1)C1CCCN1C(=O)OCc1ccccc1 (stereo unspecified)
-16	-0.2	7	2	95	0.4	2	-7	7	0	Cc1ccccc1-c1cc(C(=O)Nc2sc(C)c(C)c2C(N)=O)c2ccccc2n1
-1	-0.3	-2	-2	100	-0.9	-10	2	-12	-17	O=[N+]([O-])c1nn(-c2ccc3c(c2)OCCO3)n(O)c1=Nc1ccccc1
-11	0.1	1	2	100	1.1	1	-1	-3	1	CCCCOCCCNC(=O)c1ccc(NC(C)=O)cc1
-3	0.0	4	13	101	2.8	-10	-4	0	0	O=C1CN(S(=O)(=O)c2cccc(Cl)c2Cl)c2ccccc2N1
4	-0.8	-5	3	96	-5.7	5	2	-8	2	CCn1c(O)c(N=NC(=S)NCC2CCCO2)c2ccccc21 (stereo unspecified)
-4	-0.2	3	2	98	-0.5	-12	5	15	0	COc1cccc(OCc2nnc(SCC(=O)NNC(=O)C3CCCCC3)n2C)c1
8	0.0	-7	2	94	-3.3	-5	5	-12	24	CCC(C)[C@H](NC(=O)N1CC(=O)Nc2ccccc21)C(=O)Nc1ccccc1C (stereo partly specified)
1	0.0	-9	2	98	-3.0	4	-2	9	-2	CCCn1c(NCc2ccco2)nc2ccccc21

# In the list so far, 2 contain a halogen.
ABHD5 PLIN5 PPI	aDG glyco act	NOD2-RIPK2 inh	Exocytosis inh	ABCB6 inh 2	MC4R barr agon	TLR9-MyD88 block	Vif inh	MC4R antag cAMP	Glyco luc inh	Molecule
-11	0.2	5	0	101	-1.2	4	-6	8	-1	O=C(Nc1cccc(F)c1)C1CCCN1C(=O)OCc1ccccc1 (stereo unspecified)
-3	0.0	4	13	101	2.8	-10	-4	0	0	O=C1CN(S(=O)(=O)c2cccc(Cl)c2Cl)c2ccccc2N1

# Further records
ABHD5 PLIN5 PPI	aDG glyco act	NOD2-RIPK2 inh	Exocytosis inh	ABCB6 inh 2	MC4R barr agon	TLR9-MyD88 block	Vif inh	MC4R antag cAMP	Glyco luc inh	Molecule
13	0.7	-9	4	88	-0.4	9	-3	7	-2	CC(C)(C)OC(=O)NCCCC[C@@H](C(=O)NCCCCCCCCCCC(=O)N1CCN(C(=O)OC(C)(C)C)CC1)n1cc(CCO)nn1
2	0.2	3	-4	95	0.8	5	3	2	-2	O=S(=O)(Nc1ccccc1N1CCOCC1)c1ccc(Cl)s1
-1	-0.2	0	16	99	-0.9	-6	-1	4	2	O=C(O)c1nnsc1-c1csnn1
8	-0.4	-4	1	96	.	.	.	.	.	COc1cccc(CNC(=O)[C@@H]2CCCN2C(=O)OC(C)(C)C)c1
11	-0.1	2	8	104	0.4	-6	-3	4	-1	O=C(NCCc1ccccc1)C1CCC(Cn2c(=O)c3ccccc3n(Cc3cccc(Cl)c3)c2=O)CC1 (stereo unspecified)
-1	0.1	-1	-3	106	-2.9	-7	-2	14	-3	COc1ccc(Cn2c(C)nc3ccc([N+](=O)[O-])cc3c2=O)cc1
-6	-0.2	-1	-4	97	-1.8	4	6	0	1	Cc1ccc(N2CC(C(=O)Nc3nnc(SCC(=O)Nc4cc(C)on4)s3)CC2=O)cc1 (stereo unspecified)
-3	0.0	7	0	100	-3.6	0	3	6	4	Cc1ccc2nnnc(-c3ccccc3)c2c1
2	-0.1	4	-1	102	-0.5	-3	3	4	2	O=C(CSc1ncccn1)NCc1ccc(F)cc1
-1	-0.2	0	-11	97	1.6	0	.	9	1	Cc1cc([N+](=O)[O-])ccc1NC(=S)NC(=O)Cc1ccccc1

# (next part)
ABHD5 PLIN5 PPI	aDG glyco act	NOD2-RIPK2 inh	Exocytosis inh	ABCB6 inh 2	MC4R barr agon	TLR9-MyD88 block	Vif inh	MC4R antag cAMP	Glyco luc inh	Molecule
0	1.2	-4	-2	105	-2.1	-9	-9	-2	2	COc1ccc(C(=O)NC(=S)N(C)C2CCCCC2)cc1Br
7	-0.2	-11	-5	97	2.5	0	-7	1	2	Cc1ccc(NC(=O)c2ccc3c(c2)C(=O)N(c2ccccc2C)C3=O)nc1
2	-0.3	-3	5	97	0.6	5	2	0	-5	Cc1ccc(-n2nnc(-c3cccnc3)n2)cc1
-6	0.4	-5	18	94	1.5	-3	3	15	-2	O=C(c1ccc2c(c1)OCCO2)C1CCN(C(=O)Nc2ccc(F)cc2)CC1
4	-0.2	8	-1	99	-0.2	-15	-12	7	-1	CC(OC(=O)CNC(=O)c1ccc2c(c1)OCO2)C(=O)NCCC1=CCCCC1 (stereo unspecified)
-7	2.0	-5	0	113	0.8	4	10	1	1	C[C@H]1CN(C2CCCCC2)C(=O)[C@@H]1CC(=O)Nc1ccccc1
3	0.1	7	0	91	-1.8	4	6	5	2	COc1ccccc1NC(=O)CN1C(=O)NC2(CCCCCCC2)C1=O
-6	-0.3	8	2	99	-1.8	8	-2	8	-6	O=S(=O)(c1ccc2ccccc2c1)N1CCN(S(=O)(=O)c2c(F)cccc2F)CC1
-1	0.1	-3	-6	97	2.6	-1	-6	3	-2	O=C(Nc1ccccc1C(F)(F)F)c1cc2ccccc2o1
4	0.0	-11	7	94	-2.4	0	5	8	0	CC(C)CNC(=O)COC(=O)CCC(=O)c1ccc(F)cc1

# Further entries:
ABHD5 PLIN5 PPI	aDG glyco act	NOD2-RIPK2 inh	Exocytosis inh	ABCB6 inh 2	MC4R barr agon	TLR9-MyD88 block	Vif inh	MC4R antag cAMP	Glyco luc inh	Molecule
-2	-0.1	11	81*	89	-1.4	-16	-4	9	1	CCOc1cc(/C=C(\C#N)C(=O)Nc2cccc(C(=O)O)c2)ccc1OCc1ccccc1Cl
-9	0.0	6	2	93	1.9	1	2	0	-10	CCc1ccc([C@@H]2C[C@H]3[C@@H](CN2S(=O)(=O)c2ccc(C)cc2)C(=O)C[C@@H](c2ccccc2)N3S(=O)(=O)c2ccc(C)cc2)cc1
-2	-0.1	-6	-9	103	2.1	6	16	19	0	COCCCNC(=O)CN(Cc1ccc(Cl)cc1)S(C)(=O)=O
-4	0.0	-11	-14	87	-0.1	3	0	1	2	Cc1ccc(S(=O)(=O)NCCc2ccncc2)cc1[N+](=O)[O-]
-11	0.1	-12	6	83	1.0	2	15	-8	0	COc1cc(S(=O)(=O)NC2CCCC2)ccc1Cl
-6	-0.4	-5	2	100	0.3	-7	-2	15	-1	Cc1ccc(N(CC(=O)Nc2cc(C)cc(C)c2)S(=O)(=O)c2cccc3nonc23)cc1
5	-0.1	-24	-2	95	-0.9	1	8	9	-1	CC(C)N(CCNC(=O)c1cn(C)c2ccc(S(=O)(=O)N(C)C)cc2c1=O)Cc1ccccc1
-10	0.0	-4	2	104	-2.3	-4	-6	-1	3	Cc1ccc(C(=O)N/C(=C\c2cn(C)c3ccccc23)C(=O)N2CCN(C)CC2)cc1
3	0.4	-1	0	100	-0.4	-10	12	0	-6	COc1cccc(/C=C2\SC(=S)N(CC3CCCO3)C2=O)c1 (stereo unspecified)
10	-0.1	1	-3	93	-0.1	-1	.	5	-3	COc1cccc(C(c2nnnn2C(C)(C)C)N2CCN(C3CCCCC3)CC2)c1OC (stereo unspecified)

# Part of the list above, with two lines to a compound.
# Below each compound – ABHD5 PLIN5 PPI, aDG glyco act, NOD2-RIPK2 inh, Exocytosis inh, ABCB6 inh 2, MC4R barr agon, TLR9-MyD88 block, Vif inh, MC4R antag cAMP, Glyco luc inh
Cc1ccc(N(CC(=O)Nc2cc(C)cc(C)c2)S(=O)(=O)c2cccc3nonc23)cc1
→ -6, -0.4, -5, 2, 100, 0.3, -7, -2, 15, -1
CC(C)N(CCNC(=O)c1cn(C)c2ccc(S(=O)(=O)N(C)C)cc2c1=O)Cc1ccccc1
→ 5, -0.1, -24, -2, 95, -0.9, 1, 8, 9, -1
Cc1ccc(C(=O)N/C(=C\c2cn(C)c3ccccc23)C(=O)N2CCN(C)CC2)cc1
→ -10, 0.0, -4, 2, 104, -2.3, -4, -6, -1, 3
COc1cccc(/C=C2\SC(=S)N(CC3CCCO3)C2=O)c1 (stereo unspecified)
→ 3, 0.4, -1, 0, 100, -0.4, -10, 12, 0, -6
COc1cccc(C(c2nnnn2C(C)(C)C)N2CCN(C3CCCCC3)CC2)c1OC (stereo unspecified)
→ 10, -0.1, 1, -3, 93, -0.1, -1, ., 5, -3

# Following part
ABHD5 PLIN5 PPI	aDG glyco act	NOD2-RIPK2 inh	Exocytosis inh	ABCB6 inh 2	MC4R barr agon	TLR9-MyD88 block	Vif inh	MC4R antag cAMP	Glyco luc inh	Molecule
0	-0.2	-17	2	93	0.1	3	5	5	-3	CCOC(=O)c1sc(NC(=O)c2cc3c(s2)CCC(C)C3)nc1C (stereo unspecified)
10	-0.1	-3	-2	101	-0.9	-8	-2	16	-2	Cc1ccc(-n2cc(CN3CCNC(=O)CC3)c(-c3ccc(F)cc3)n2)cc1
-3	-0.2	-6	4	93	-3.7	4	13	2	-2	Cc1cccc(CN2CCC(C(=O)Nc3cccc(-c4cscn4)c3)CC2)n1
-6	0.0	2	1	101	0.7	-10	11	7	-2	CC(C)(C)OC(=O)N1C[C@H](O)C[C@H]1C(=O)OCC(=O)c1ccc([N+](=O)[O-])cc1
-8	0.0	1	36	96	-1.8	-1	2	-3	0	Cc1ccc(-c2nc3cc(NS(=O)(=O)c4ccc(C)cc4)ccc3o2)cc1
-1	-0.1	10	-1	96	-0.4	.	-6	11	-4	CN(C)c1ccc(-c2ccnc3c2CC(C)(C(=O)NCc2cccc(Cl)c2)O3)cc1 (stereo unspecified)
2	0.2	-1	-1	94	-1.4	3	6	7	2	Cc1noc(C)c1S(=O)(=O)N1CCCC(C(=O)NCCC2=CCCCC2)C1 (stereo unspecified)
3	-0.1	-9	0	96	-1.2	.	8	-5	1	COc1ccc(C(=O)NCC(=O)Nc2cccc(S(=O)(=O)NCc3ccco3)c2)cc1OC
3	0.0	17	81*	i	1.5	14	3	0	1	CCN(CC)c1ccc2cc(-c3nc(-c4cc5ccccc5oc4=O)cs3)c(=O)oc2c1
-2	0.1	-5	4	101	0.5	-8	-1	-2	1	CCCCNS(=O)(=O)c1ccc2nc(SCC(=O)N3CC(C)OC(C)C3)[nH]c2c1 (stereo unspecified)
1	-0.2	-1	-7	98	-0.7	-2	0	6	1	NS(=O)(=O)c1cccc(NC(=O)CSc2nnc(NC3CC3)s2)c1
